UDG counterscr – counter-screen for AID inhibitors: uracil-DNA glycosylase inhibition. Potency, µM (series often up to 115 µM), for inactives: at the top dose activity change, negative = inhibition, hits mostly inhibitors. FRET deamination/UDG coupled assay, UDG read, 4 h. AID 1347430. 0.14% of 91,000 active; also: nearly all actives have a fitted effect of over 65% in size
AID inh – blocks human AID cytidine deaminase activity. Q9GZX7. AID deamination FRET fluorescence, UDG-coupled, 4 h. Potency, µM (top dose mostly 115 µM), without a hit: at the highest dose activity change, negative = inhibition, usual class: inhibitors. 0.32% of 91,000 active; also: nearly all actives have a fitted effect of over 25% in size
Target sequence (Q9GZX7 whole entry, looked up): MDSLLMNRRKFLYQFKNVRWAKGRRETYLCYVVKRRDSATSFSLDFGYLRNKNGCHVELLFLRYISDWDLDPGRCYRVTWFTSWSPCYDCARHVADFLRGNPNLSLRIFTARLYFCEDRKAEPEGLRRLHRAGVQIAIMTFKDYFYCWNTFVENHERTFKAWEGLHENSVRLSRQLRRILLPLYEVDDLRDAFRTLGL
Starred values were filed as active, the others as inactive; ? = inconclusive; & = joins results of further samples; [ ] = remark or other dose. Calls follow the shape of the dose curve; as a rule, active = well fitted curve in the direction sought with a large enough effect; inconclusive = small, poorly fitted or top-dose-only effect, or another doubt; inactive = no such curve, though single readings can be large; an effect the other way counts as inactive or inconclusive. % is scaled to controls: 0 for no effect and ±100 for the full control effect; potency is read from the fitted curve at half-maximal effect.

Each structure is followed by: UDG counterscr	AID inh
- COc1ccc(C(=O)N2N=C(c3ccsc3)CC2c2ccc3nccnc3c2)cc1 (stereo not given)
 : -6%	?
- Cc1ccc(C(=O)N2CCN(c3cccc(Cl)c3)CC2)cc1-n1c(C)nc2cccnc21
 : -20%	?
- COc1ccc(NC(=O)C(=O)NCC(c2ccc3c(c2)OCO3)N2CCN(C)CC2)cc1 (stereo not given)
 : 0%&-24%	-5%&7%
- Cc1c(C(=O)Nc2ccc3oc(-c4cccc(F)c4)nc3c2)cccc1[N+](=O)[O-]
 : 0%	6%
- CCCOc1ccc(-c2nc(SCC(=O)c3ccc(Cl)cc3)n[nH]2)cc1
 : -27%	-15%
- Cc1ccc2c(Sc3ccc(Cl)cc3)c(C(=O)N3CCC(C)CC3)[nH]c2c1
 : 1%	?
- Cc1ccc(Cl)cc1-n1ncc2c(=O)n(CC(N)=O)cnc21
 : -1%	6%
- CC(C)c1ccc(C2C3=C(COC3=O)Nc3c2c(=O)n(C)c(=O)n3C)cc1 (stereo not given)
 : 0%	-13%
- O=C(Nc1nnc(S(=O)(=O)N2CCCc3ccccc32)s1)c1cccc(Cl)c1
 : 4%	?
- COc1ccc(CNC(=O)C(=O)Nc2cc(Cl)ccc2OC)cc1
 : 7%[57.5 µM]	12%[57.5 µM]
- CCCCCCc1cc(C=O)c(O)cc1O
 : 7%	-5%
- CCCN1CCC(N(C)C(=O)c2ccc(N(C)C)c(F)c2)CC1
 : 4%	6%
- O=C(O)c1cccc(/C=N/O)c1O
 : -8%	-4%
- COc1cc(NC(=O)C(=O)NCCc2ccccc2)ccc1N1CCCCS1(=O)=O
 : -3%	0%
- N#C/C(=C/c1ccc(-c2ccccc2)cc1)C(=O)NCCc1ccccc1
 : 3%	2%
- O=C(CC1CCCO1)NC(c1ccccc1)C1CCCCC1 (stereo not given)
 : -6%	-13%
- CC1CC(=O)N(CC(=O)Nc2ccc(F)cc2F)c2ccccc2S1 (stereo not given)
 : 12%	19%
- Cc1ccc(C)c(C(=O)COC(=O)c2ccc3ccccc3n2)c1
 : 1%	-3%
- CCC(C)(C)C1CCc2c(sc(NC(=O)/C=C/c3ccccc3)c2C#N)C1 (stereo not given)
 : -2%	9%
- CC(=O)c1ccc(NC(=O)CSC2=Nc3ccccc3N=C(c3ccc(F)cc3)C2)cc1
 : 3%	2%

Whole records, quoted from the list.
Record of CCCOc1ccc(-c2nc(SCC(=O)c3ccc(Cl)cc3)n[nH]2)cc1 = UDG counterscr: -27%; AID inh: -15%
Record of Cc1ccc(C)c(C(=O)COC(=O)c2ccc3ccccc3n2)c1 = UDG counterscr: 1%; AID inh: -3%

Remaining list, next part.
Each structure is followed by: UDG counterscr	AID inh
- COc1cc(/C=C/C(=O)c2nc3ccccc3s2)cc(OC)c1
 : -5%	10%
- Cc1cccc(NC(=O)/C(C#N)=C/c2ccc(C)o2)c1
 : -3%[57.5 µM]	33%[activator][57.5 µM]
- COC(=O)c1c(C)oc2c1cc(NS(=O)(=O)c1c(C)cc(C)cc1C)c1ccccc12
 : ?	14%
- Brc1ccccc1NC1C2CC3CC(C2)CC1C3 (stereo not given)
 : -7%	-1%
- CCOc1ccc(CCNC(=O)c2cc3sc(CC)cc3n2C)cc1OCC
 : -9%	-14%
- O=C(CSc1nc2ccccc2nc1N1CCCCC1)Nc1cccc(Br)c1
 : -7%	-11%
- N#Cc1ccc(CSCc2nc(N)nc(Nc3ccccc3)n2)cc1
 : 6%	-10%
- CCOC(=O)c1ccccc1NC(=O)CSc1ccc(-c2sc(C)nc2C)nn1
 : -1%[57.5 µM]	3%
- COc1ccc(C(=O)/C(=C/c2ccc(C)o2)c2nc3ccccc3o2)cc1OC
 : ?	-24%
- CCCCc1nn2c(=O)cc(COC(=O)c3cccc(NC(=O)COc4ccccc4)c3)nc2s1
 : -8%	-16%
- Cc1nc2ccn(Cc3cccnc3)c(=O)c2cc1C(=O)N1CCN(c2ccc(F)cc2)CC1
 : 2%	8%
- COc1ccccc1CNC(=O)CSc1nnc(C)n1C1CCCCC1
 : -2%	-3%
- CCNC(=O)CSc1nc(C2CC2)nc2ccccc12
 : -3%	-5%
- CCc1nc2ccccc2c(C(=O)OCC(=O)NC2CCCCC2)c1C
 : -1%	-3%
- Cc1oc(-c2ccccc2)nc1CC(=O)N(C)CC(=O)Nc1ccc(Cl)cc1
 : -2%	-11%
- Cc1c(Cl)cccc1-n1ncc(C(=O)Nc2ccc3c(c2)OCCO3)c1C1CCN(C(=O)OC(C)(C)C)CC1
 : -9%	-5%
- Cc1cc(=O)n2nc(N3CCC(C(=O)Nc4ccc(C)c(Cl)c4)CC3)sc2n1
 : 2%	10%
- COc1ccc(NC(=O)Cn2nnc3sc4c(c3c2=O)CCC(C)C4)c(OC)c1 (stereo not given)
 : -3%	46%[activator]
- C=CCNC(=O)/C=C/c1ccc(OC)cc1
 : -4%	2%
- O=C(N/N=C/c1ccsc1)c1cccs1
 : 2%	-2%

Reformatted: entries from further up.
COc1ccc(C(=O)/C(=C/c2ccc(C)o2)c2nc3ccccc3o2)cc1OC
  UDG counterscr: ?; AID inh: -24%
CCOc1ccc(CCNC(=O)c2cc3sc(CC)cc3n2C)cc1OCC
  UDG counterscr: -9%; AID inh: -14%

Going on with the list.
Each structure is followed by: UDG counterscr	AID inh
- Cc1ccc(-c2c3c(nc4sc5c(c24)CCC5)-c2cc(F)ccc2S(=O)(=O)C3)cc1
 : 0%	3%
- CC1CN(C(=O)N2CCC(C(=O)NCCCc3ccccc3)CC2)c2cc(Cl)ccc2O1 (stereo not given)
 : -21%	?
- COc1cc(NC(=O)C(CC(C)C)N2Cc3ccccc3C2=O)cc(OC)c1 (stereo not given)
 : 0%	-3%
- Cc1cn(C)c(CC(=O)N2CCN(c3ccccc3F)CC2)c1C(=O)O
 : -1%	-6%
- CC(=O)c1ccc(N2CCN(C(=O)c3cc4cc5cc(C)ccc5nc4s3)CC2)cc1
 : 40%[activator]	5%
- Cc1ccc2c(CN(C)CCOc3cccc(Cl)c3)cc(=O)oc2c1
 : -14%	-22%
- CCNC(=O)NC(=O)C(C)OC(=O)c1cc(C)nc2ccccc12 (stereo not given)
 : -11%	-13%
- Cc1ccc(NC(=O)Cc2n[nH]c(=O)c3ccccc23)c(F)c1
 : 9%	-6%
- Cc1ccc(NC(=O)N2CCC(CN3CCCC3)CC2)c(C)c1
 : 2%	11%
- CN(C)C(=O)C(F)(F)C(F)(F)C(F)(F)C(F)(F)C(=O)N(C)C
 : 2%	-8%
- Cc1cc(OC(C)C(=O)NCCCN(C)C)c2c(C)cc(=O)oc2c1 (stereo not given)
 : 6%	3%
- CC(C)(C)c1ccc(CCC(=O)Nc2ccccc2O)cc1
 : -8%	-17%
- COc1ccc(N2CC(NC(=O)/C=C\c3ccccc3)CC2=O)cc1OC (stereo not given)
 : -4%	-6%
- CC(=O)N1c2ccc(S(=O)(=O)N3CCN(c4cc(Cl)ccc4C)CC3)cc2CC1C (stereo not given)
 : -8%[57.5 µM]	0%
- CC(C)c1ccc2c(c1)CCCN2C(=O)c1cnc2c(cnn2C(C)C)c1
 : -3%	-23%
- CCOc1ccc(OCC)c(NC(=O)C2CCN(c3nnc(-n4cccc4)s3)CC2)c1
 : 3%	?
- Cc1cc2oc(=O)cc(COC(=O)c3cccs3)c2cc1C(C)C
 : -8%	-6%
- COc1ccc2c(c1)c1c(c(=O)n(-c3ccc(OC)c(OC)c3)c(=O)n1Cc1ccccc1F)n2C
 : 4%	13%
- CCOc1ccc(NC(=O)c2c(C)nn(-c3ccc(F)cc3)c2-n2cccc2)cc1
 : 8%	25%
- CN(Cc1ccccc1)C(=O)C1CCCN(Cc2ccccc2C(F)(F)F)C1 (stereo not given)
 : -5%	-15%

Next part
Each structure is followed by: UDG counterscr	AID inh
- O=C(Nc1cccc(Cl)c1)c1ccc(F)c(S(=O)(=O)N2CCC3(CC2)OCCO3)c1
 : 0%	-12%
- CCOC(=O)C1CCN(C(=O)c2ccc3c(c2)sc2nc(-c4ccc(OCC)cc4)cn23)CC1
 : -5%	-21%
- CC(C)C(=O)Nc1nc2c(s1)C(=O)CC(C)(C)C2
 : 6%	0%
- COCCCNC(=O)c1cc(C2CC2)nc2ccccc12
 : -1%	0%
- COc1ccc(N2CC(C(=O)NCCNC(=O)c3cn(C)c4ccccc34)CC2=O)cc1 (stereo not given)
 : -4%	-4%
- COc1ccc(C2c3c(n(C)c4ccccc34)C(=O)N2CC(=O)Nc2ccccc2F)cc1 (stereo not given)
 : 58%[activator]	?
- COc1ccc(S(=O)(=O)NCC(=O)O)c2ccccc12
 : -11%	7%
- CCc1cccc(CC)c1NC(=O)CCS(=O)(=O)c1ccc(Br)s1
 : 24%	11%
- COc1ccc(C(=O)/C(C#N)=C\c2cccc(Cl)c2Cl)cc1
 : -1%	-20%
- Cc1cccc(C(=O)N(C2CCCCC2)C2CCCCC2)c1
 : -2%	0%
- Cc1cccc(-c2nc(Cn3c(=O)cc(-c4ccccc4)c4c(C)nn(C)c43)c(C)o2)c1
 : -3%	?
- COc1ccc(-n2nc(C(=O)Nc3ccc(C(C)=O)cc3)nc2-c2ccccc2)cc1
 : -6%	-26%
- Cc1ccc(-c2nc(CS(=O)CC(=O)Nc3ccc(C)c(C)c3)cs2)cc1 (stereo not given)
 : -16%	-14%
- Nc1ccccc1OCC(F)(F)F
 : 1%	4%
- COc1ccc(C(=O)N2CCC(c3c[nH]c4ccccc34)(c3c[nH]c4ccccc34)CC2)cc1
 : 4%	-19%
- CCc1ccc(/C=C(/C#N)c2nc(-c3ccc(C)cc3)cs2)cc1
 : -5%	?
- COc1cc(OC)c(NC(=O)Cn2c(=O)cc(C)c3c(C)nn(-c4ccc(C)cc4)c32)cc1Cl
 : -5%	-14%
- COc1ccc(-c2cc(C(F)(F)F)nc(SCCC(=O)Nc3ccc(OC)c(OC)c3)n2)cc1
 : -10%	73%[activator]
- COCCCn1c(SCC(=O)c2ccc(OC)cc2)nnc1-c1ccc(Cl)cc1
 : -11%	-16%
- COc1ccccc1CCNC(=O)C1CCN(c2nc(Cl)nc3nc[nH]c23)CC1
 : -7%	4%

Carrying on:
Each structure is followed by: UDG counterscr	AID inh
- Cc1cc(Nc2ccc(F)cc2)nc(-n2nc(C)cc2C)n1
 : -4%	?
- CCOc1c(CC2C(=O)Nc3ccc(Br)cc32)cccc1OC (stereo not given)
 : -13%	31%[activator]
- O=C(c1cc2c(=O)oc3ccccc3c2s1)N1CCN(c2ccccc2)CC1
 : -12%	19%
- C=CCN(CC=C)C(=O)CSc1nnc(-c2c[nH]c3ccccc23)o1
 : -4%	-10%
- O=C(OCc1ccccc1Br)c1cc2ccccc2[nH]1
 : -1%	-5%
- O=C(NC1(c2ccccc2)CCC1)c1ccc(F)cc1Br
 : 2%	9%
- CCCCN(C)CCNC(=O)c1cc(-c2ccc(Cl)s2)nc2ccccc12
 : -15%	11%
- Cc1cccc2cc(-c3nc(-c4cccs4)no3)c(=O)oc12
 : -2%&10%	6%&6%
- O=C(Cn1cc(S(=O)(=O)N2CCN(c3ccccc3F)CC2)c2ccccc2c1=O)Nc1ccc(F)cc1Cl
 : -13%	6%
- CCOc1ccc(NC(=O)Cn2cc(C(=O)c3ccccc3)c(=O)c3cc(OC)ccc32)cc1
 : -5%	2%
- CCc1ccc(OC(=O)C(c2ccccc2)c2ccccc2)cc1
 : 4%	-2%
- CCOc1ccccc1CNC(=O)C1CCN(C(=O)N2CCOc3ccc(Cl)cc32)CC1
 : -11%	-30%
- Cc1ccc(NC(=O)CSc2nc3nccnc3c(=O)n2CCc2c[nH]c3ccccc23)c(C)c1
 : 4%	27%
- NCc1ccc2c3c1CCCN3CCC2
 : -6%	29%
- Cc1ccc(-c2c(NC(=O)c3ccc([N+](=O)[O-])cc3)oc3ccccc3c2=O)cc1
 : 27%	-8%
- COc1ccc(-c2coc3cc(OCC(=O)N4CCC(C(N)=O)CC4)ccc3c2=O)cc1
 : 24%	-8%
- C=CCNC(=S)NNC(=O)C1CCCC1
 : -1%	-1%
- Cc1oc2ncn(CC(C)C)c(=O)c2c1C(=O)N1CCN(c2ccccc2F)CC1
 : -25%	-12%
- COc1ccc(CNc2nc(-c3ccccc3)nn2C(=O)c2ccccc2OC)cc1
 : 3%	16%
- CC(C)(C)c1ccc(C(=O)NCCCNC(=O)c2ccc(C(C)(C)C)cc2)cc1
 : -11%	-8%

Next part
Each structure is followed by: UDG counterscr	AID inh
- Cc1ccc(/C=C/C(=O)O)cc1Cl
 : 1%	-2%
- CN(CC(F)(F)F)C(=O)CCNC(=O)c1ccc(Br)cc1
 : -1%	-5%
- O=C(O)CNC(=O)Cn1ccc2cc(OCc3ccccc3)ccc21
 : 0%	11%
- CS(=O)(=O)c1ccc2nc(NC(=O)CSCc3ccccc3)sc2c1
 : -4%	-5%
- Cc1ccc(NC(=O)CCNS(=O)(=O)c2cccc3nonc23)cc1Cl
 : -4%	0%
- COc1cc(OC)cc(-c2nc3nc(C)c(CCC(=O)Nc4cc(C)cc(C)c4)c(C)n3n2)c1
 : -3%	2%
- COc1cc(NC(=O)CCc2nc3cccnc3n2Cc2cccs2)cc(OC)c1OC
 : -10%	85%[activator]
- COc1ccc(NC(=O)N(C(C)C)C2CCN(C(C)=O)CC2)c(OC)c1
 : 5%	-4%
- COc1cccc(NC(=O)Cn2c(=O)n(CC(=O)NCCc3ccccc3)c(=O)c3sccc32)c1
 : -4%	-4%
- COc1ccc(NC(=O)CN2C(=O)COc3ccc(S(=O)(=O)N4CCOCC4)cc32)cc1Cl
 : -7%[57.5 µM]	-7%
- Cc1sc(N)c(C#N)c1-c1ccccc1
 : -3%	9%
- Cc1ccc2nc(N3CCN(c4cccc(Cl)c4)CC3)c(-n3nc(C)cc3C)nc2c1
 : -2%	-19%
- O=C(N/N=C/c1cccs1)c1cccc2ccccc12
 : 7%	-1%
- CCc1c(C)sc(NC(=O)Cc2ccccc2C)c1C#N
 : 4%	10%
- COc1ccc2c(c1)CC(C(=O)Nc1c(C)cc(C)cc1C)CO2 (stereo not given)
 : 6%	1%

Not all compounds are listed; rates above refer to the full screens.
